Gal4-VP16 FLuc = Gal4-VP16 reporter inhibition counter-screen. Drosophila S2 Gal4-VP16 UAS-luciferase, luminescence, 20 h. Potency, µM (top dose mostly 53.6 µM), for the others: at the top dose activity, negative = inhibition, actives largely listed as inhibitors. hit rate 3.5% among 310,000. AID 2546;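 note: Gal4-VP16 expression switched on by copper sulfate through the metallothionein promoter; nearly all actives have a fitted effect of over 50% in size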
RORgamma inh = blocks mouse ROR gamma transcriptional activity. P51450. Potency, µM (series often up to 53.6 µM), without a hit: at the top dose activity change, negative = inhibition, usual class: inhibitors. AID 2551. hit rate 5.4% among 310,000. Drosophila S2 Gal4-RORgamma UAS-luciferase reporter, 20 h; note: nearly all actives have a fitted effect of over 60% in size
Target sequence (P51450 whole entry, looked up, the tested form may be a part): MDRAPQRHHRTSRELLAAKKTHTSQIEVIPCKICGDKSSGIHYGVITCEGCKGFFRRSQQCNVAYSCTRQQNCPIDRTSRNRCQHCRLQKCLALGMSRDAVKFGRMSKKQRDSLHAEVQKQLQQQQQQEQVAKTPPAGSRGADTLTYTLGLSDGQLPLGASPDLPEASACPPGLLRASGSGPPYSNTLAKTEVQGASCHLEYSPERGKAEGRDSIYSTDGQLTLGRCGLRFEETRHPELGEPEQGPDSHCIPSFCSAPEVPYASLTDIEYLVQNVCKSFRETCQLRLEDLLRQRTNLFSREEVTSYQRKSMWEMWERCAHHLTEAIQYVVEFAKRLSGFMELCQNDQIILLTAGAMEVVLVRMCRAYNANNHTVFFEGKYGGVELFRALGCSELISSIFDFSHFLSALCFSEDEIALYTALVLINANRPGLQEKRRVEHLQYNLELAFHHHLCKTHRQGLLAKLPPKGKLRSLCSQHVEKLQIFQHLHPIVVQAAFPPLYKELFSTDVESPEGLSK
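Drosophila S2 cells stably expressing Gal4-DBD/mouse RORγ fusion under metallothionein promoter plus UAS-luciferase; compound 1 h, then 700 uM CuSO4 induction for 20 h at ambient temperature; inhibition read as reduced luminescence.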
Active calls of the source: *; ? = inconclusive; & = joins results of further samples; [ ] = another dose, or the depositor's remark. Calls come from the whole dose curve; as a rule, active = well fitted curve in the direction sought with a large enough effect; inconclusive = small, poorly fitted or top-dose-only effect, or another doubt; inactive = no such curve, though single readings can be large; an effect the other way counts as inactive or inconclusive. % is set by controls: 0 for no effect and ±100 for the full control effect; potency is the fitted concentration of half-maximal effect.

Order of values: Gal4-VP16 FLuc | RORgamma inh
1: COc1ccc(O[C@H]2C=C[C@@H](c3ccccc3)O[C@H]2CO/N=C2/c3cc(OC)ccc3O[C@@H](c3cccc(OC)c3)[C@H]2O)cc1
    5%[10 µM] | 2%[10 µM]
2: COC(=O)[C@@]1(C)C=C[C@@H](Cc2ccccc2)N1C
    2% | -15%
3: CCOC(=O)C1=CC(OC(CC)CC)C(NC(C)=O)C(N)C1 (stereo not drawn)
    0% | 18%
4: CCOC(=O)C1(C(C)C)Oc2ccccc2C(c2ccc(OC)cc2)=C1C(=O)OC (stereo not drawn)
    -14% | 37%
5: c1ccc2c(c1)OCC(CN1CCCCC1)O2 (stereo not drawn)
    3% | -1%
6: O=c1c(-c2ccccc2)nc2cnc(Nc3ccccc3)nc2n1C[C@H]1CCCO1
    -1% | -12%
7: CCCOC(=O)NCCCN(C)C
    -1% | 13%
8: CC(C)/C(O)=C1/C(=O)OC(c2ccoc2)[C@@]2(C)C(O)C(O)[C@@]34OC5(C)OC67CC(C)(C(O)[C@@]6(O)C(O)[C@@]3(O5)C12)C(CC(=O)O)[C@@]74C (stereo partly drawn)
    17% | 24%
9: CC(C)NCC(O)COc1ccccc1-n1cccc1 (stereo not drawn)
    -9% | 38%
10: COc1ncc2nc(-c3cn(C)c4ccccc34)c(=O)n(C[C@H]3CCCO3)c2n1
    -3% | -11%
11: CCOC(=O)CNC(=O)O[C@@H]1C(=O)c2ccc(OC)cc2O[C@H]1c1ccc2c(c1)OCO2
    -1% | 6%
12: CC(=O)OC[C@@H]1O[C@H](C/C=N\OC[C@@H](O)COCc2ccco2)C=C[C@@H]1OC(C)=O
    -13%[10 µM] | 31%[10 µM]
13: O=C(c1ccco1)N1CCC[C@@]2(CCN(c3ccccn3)C2)C1
    -14% | -2%
14: CSCC[C@H](N)C(=O)N[C@@H](C)C(=O)NCC(=O)N[C@@H](CCCN=C(N)N)C(=O)N[C@@H](CO)C(=O)NCC(=O)N[C@@H](CC(=O)O)C(=O)N[C@@H](CO)C(=O)N[C@@H](CC(=O)O)C(=O)N[C@@H](CCC(=O)O)C(=O)N[C@@H](CC(=O)O)C(=O)N[C@@H](CC(C)C)C(=O)N[C@@H](CC(C)C)C(=O)N[C@@H](CCCCN)C(=O)N[C@@H](C)C(=O)N[C@H](C(=O)O)C(C)C
    -1% | 0%
15: CC[C@H](C)[C@H](NC(=O)[C@H](CC(=O)O)NC(=O)[C@H](CC(C)C)NC(=O)[C@H](Cc1cnc[nH]1)NC(=O)[C@H](C)NC(=O)[C@H](Cc1ccccc1)NC(=O)[C@H](Cc1ccc(O)cc1)NC(=O)[C@@H](NC(=O)[C@H](C)NC(=O)[C@H](CCC(=O)O)NC(=O)[C@H](CCC(=O)O)NC(=O)[C@H](CC(=O)O)NC(=O)CCC(=O)O)C(C)C)C(=O)N[C@H](C(=O)N[C@@H](Cc1c[nH]c2ccccc12)C(=O)O)[C@@H](C)CC
    -8% | 0%
16: CCC1=C2CC[C@H]3C(=O)N(C)C(=O)[C@H]3[C@H]2[C@@]2(C)C(=NCC(=O)OC)OC(=O)N2C1=O
    0% | -1%
17: CNC1=C(Br)C(=O)c2ccncc2C1=O
    5.6µM* | 2.2µM*
18: O=C(Cl)COCc1ccccc1
    -1% | -14%
19: CN(C)c1ccc(C(=N)c2ccc(N(C)C)cc2)cc1
    23% | -16%
20: COC(=O)C/C=C\[C@@H](C)[C@@H](/C=N\O[C@@H](C)c1cn([C@H](CO)Cc2ccccc2)nn1)NS(=O)(=O)c1ccc(C)cc1
    6%&-2%[10 µM] | -12%&-4%[10 µM]
21: CCCCC/C=C\C/C=C\CCCCCCCC(=O)NCC(=O)O
    -5% | -16%
22: COC(=O)[C@@]1(Cc2ccc(OC)cc2)[C@H]2c3cc(C(=O)N4CCCC4)n(Cc4ccc(C(F)(F)F)nc4)c3C[C@H]2CN1C(=O)c1ccccc1
    -10% | 39%
23: COc1ccc(Oc2ncc3nc(C)c(=O)n(C[C@H]4CCCO4)c3n2)cc1
    1% | 7%
24: COc1ccc(-n2c(=O)c(-c3cc(F)cc(F)c3)nc3cnc(N4CCOCC4)nc32)cc1
    1% | 29%
25: COC(c1ccccc1Br)C(C)/C=C/CCO (stereo not drawn)
    7%[10 µM] | -2%[10 µM]
26: C/C=C(\C)[C@H](O)C[Si](C)(C)c1ccccc1
    -1% | -15%
27: O=C1C[C@H](c2ccccc2Cl)N1S(=O)(=O)c1ccccc1[N+](=O)[O-]
    -6% | -2%
28: O=P(O)(O)C(O)(Cc1cccnc1)P(=O)(O)O
    -1% | -9%[10 µM]
29: C[C@@H]1CCC2[C@@H](C)[C@@H](O)O[C@@H]3O[C@@]4(C)CC[C@@H]1[C@@]23OO4 (stereo partly drawn)
    -25% | -7%
30: O=C(Nc1cccc(F)c1)N1CC2(CCN(C(=O)c3ccncc3)CC2)C1
    -2% | 39%

(more compounds)
Order of values: Gal4-VP16 FLuc | RORgamma inh
31: O=C(Oc1ccccc1)N1CCC[C@@]2(CCN(c3ccncc3)C2)C1
    1% | -27%
32: CCCN1CCC(=O)N(C(CSc2ccc(C)cc2)Cc2ccccc2)CC1 (stereo not drawn)
    2% | 2%
33: COCCn1c(=O)c(-c2ccc(F)cc2)nc2cnc(Oc3cccc(Cl)c3)nc21
    4% | -8%
34: COc1cccc(-c2cc(NCc3cccc(C)c3)ncn2)c1
    17% | 25%
35: COC(=O)c1ccc(C23CC2(C(NP(=O)(c2ccccc2)c2ccccc2)c2ccccc2)C3)cc1 (stereo not drawn)
    ? | ?
36: O=c1c(-c2cccs2)nc2cnc(N3CCNCC3)nc2n1-c1ccccc1
    -10% | 5%
37: CCNc1ncc2nc(-c3cccs3)c(=O)n(Cc3cccs3)c2n1
    0% | 20%
38: CCC1CO1 (stereo not drawn)
    1% | 5%
39: CC1(C)CCC2(C(=O)O)CC[C@]3(C)C(=CCC4[C@]5(C)CCC(O)C(C)(C)C5C(O)C[C@]43C)C2C1 (stereo partly drawn)
    -1% | 4%
40: CC1(C)CC2C1CCC1(C)OC1CCC2(C)O (stereo not drawn)
    11% | 3%
41: CC(C)CC(CSc1ccc(Br)cc1)N1CCN(CC(C)C)CCC1=O (stereo not drawn)
    -10% | 13%
42: c1ccc2c(c1)Sc1ccccc1N2CCN1CCCC1
    -1% | 21%
43: CO[C@]12C[C@@H](COC(=O)c3cncc(Br)c3)CN(C)[C@@H]1Cc1cn(C)c3cccc2c13
    -9%&3% | -1%
44: CCCCc1nc2ccn(CC(=O)N(C)C)c(=O)c2n1Cc1ccc(-c2ccccc2-c2nn[nH]n2)cc1
    -5% | 34%
45: COc1cccc2c1CCC1=CC(=O)CC[C@@]12C
    -5% | 1%
46: COc1ccc(-c2nc3cnc(Nc4cccc(OC)c4)nc3n(Cc3cccs3)c2=O)cc1
    0% | 11%
47: CC(C)(C)N1C(=O)[C@H]2[C@H]3[C@H](O)[C@H](O)C/C(=N/OC[C@@H](O)COCc4ccco4)[C@H]3CC[C@@H]2C1=O
    3%[10 µM] | -15%[10 µM]
48: CC1CCC(C(C)(C)O)CC2=C1CCC2C (stereo not drawn)
    -1% | 0%
49: O=C(O)C1(O)CC(O)C(O)C(O)C1 (stereo not drawn)
    1% | -11%
50: Cc1ncc(C[n+]2csc(CCOP(=O)(O)O)c2C)c(N)n1
    5% | -6%
51: CS(=O)(=O)Nc1cccc(-c2ccc3ncnc(Nc4ccc(F)cc4)c3c2)c1
    -1% | ?
52: O=C(c1ccc(Nc2nccc(-c3cc4ccccc4s3)n2)cc1)N1CCC(N2CCCC2)CC1
    ? | ?
53: CCN(CC)c1ccc(/C=N/NC(=O)c2ccc(O)cc2)cc1
    2.5µM* | 1.1µM*
54: Cc1cccc(CNc2ncnc3ccc(-c4cccc(NS(C)(=O)=O)c4)cc23)c1
    ? | 17%
55: O=C(/C=C/c1ccc(O)cc1)OC[C@H]1O[C@@H](Oc2c(-c3ccc(O)cc3)oc3cc(O)cc(O)c3c2=O)[C@H](O)[C@@H](O)[C@@H]1O
    2% | 7%
56: COC(=O)C/C=C\[C@@H](C)[C@@H](/C=N\O[C@@H](C)CN1CCCc2nc(C)c(C)cc21)NS(=O)(=O)c1ccc(C)cc1
    -1%[10 µM] | 2%[10 µM]
57: CN(C)CCC=C1c2ccccc2C(C)(C)c2ccccc21
    2% | -26%
58: COC(=O)N1CCC2(CCCN(c3cccc(-c4ccccc4)c3)C2)CC1
    -7% | -1%
59: COc1cc(O)cc(O)c1
    1% | 7%
60: CCO[Si](CCCN)(OCC)OCC
    -19% | -7%

Records above that bear a hit mark in RORgamma inh:
No.	structure	RORgamma inh
17	CNC1=C(Br)C(=O)c2ccncc2C1=O	2.2µM*
53	CCN(CC)c1ccc(/C=N/NC(=O)c2ccc(O)cc2)cc1	1.1µM*

A draw from above in order of formula weight, ascending:
Order of values: Gal4-VP16 FLuc | RORgamma inh
26: C/C=C(\C)[C@H](O)C[Si](C)(C)c1ccccc1
    -1% | -15%
9: CC(C)NCC(O)COc1ccccc1-n1cccc1 (stereo not drawn)
    -9% | 38%
27: O=C1C[C@H](c2ccccc2Cl)N1S(=O)(=O)c1ccccc1[N+](=O)[O-]
    -6% | -2%

Remaining list, next part:
Order of values: Gal4-VP16 FLuc | RORgamma inh
61: COc1ccc(Oc2ncc3nc(C)c(=O)n(CCc4ccccc4)c3n2)cc1
    5% | -7%
62: N#Cc1cccc(-c2nc(Nc3ccncc3)c3ccccc3n2)c1
    ? | -12%
63: COc1ncc2nc(-c3cn(C)c4ccccc34)c(=O)n(CCc3ccccc3)c2n1
    2% | -1%
64: COC(=O)c1ccc(C(NC(=O)OCc2ccccc2)/C(F)=C/[C@@H](C)C(=O)NCc2cc(F)cc(F)c2)cc1 (stereo partly drawn)
    -13% | 16%
65: CCNc1ncc2nc(CCc3ccccc3)c(=O)n(CCC#N)c2n1
    2% | 9%
66: CN(C)Cc1ccccc1-c1cncnc1Nc1ccncc1
    3% | 16%
67: COc1ccc(C(=O)N2CCC3(CCCN(CC(C)C)C3)CC2)cc1
    -5% | -4%
68: C[C@@]12CC(=O)C3=C(CCCC3=O)N1CCc1ccccc12
    -2% | 7%
69: Clc1ccccc1-c1nc(Nc2ccncc2)c2ccccc2n1
    -10% | 11µM*
70: CCN(CC)CCCCn1c(-c2ccccc2)nc2c(NCc3ccccc3)nc(C)nc21
    5% | -19%
71: Cc1nc2cnc(N3CCN(C)CC3)nc2n(CCC#N)c1=O
    5% | 12%
72: CC[C@H](C)[C@H](NC(=O)[C@H](CO)NC(=O)[C@H](C)NC(=O)[C@H](C)NC(=O)[C@H](CCC(N)=O)NC(=O)[C@H](CCCCN)NC(=O)[C@H](CCCN=C(N)N)NC(=O)[C@@H](N)CS)C(=O)N[C@@H](CCCCN)C(=O)N[C@H](C(=O)N[C@@H](C)C(=O)N[C@H](C(=O)N[C@@H](CO)C(=O)O)C(C)C)C(C)C
    -3% | 1%
73: CN(C)/[N+]([O-])=N/Oc1cc(ON=[N+]([O-])N2CCN(c3ncccn3)CC2)c([N+](=O)[O-])cc1[N+](=O)[O-]
    24% | 21%
74: COc1cccc(Nc2ncc3nc(CCc4ccccc4)c(=O)n(C[C@H]4CCCO4)c3n2)c1
    8% | 34%
75: CC(=O)[C@H]1[C@H](C#N)CC2C3CC=C4C[C@@H](O)CCC4(C)C3CCC21C (stereo partly drawn)
    19% | 19%
76: C=CCC(Nc1ccc(OC)cc1)C(=O)OCC (stereo not drawn)
    -1% | 14%

Entries 74 to 76 from above:
Order of values: Gal4-VP16 FLuc | RORgamma inh
74: COc1cccc(Nc2ncc3nc(CCc4ccccc4)c(=O)n(C[C@H]4CCCO4)c3n2)c1
    8% | 34%
75: CC(=O)[C@H]1[C@H](C#N)CC2C3CC=C4C[C@@H](O)CCC4(C)C3CCC21C (stereo partly drawn)
    19% | 19%
76: C=CCC(Nc1ccc(OC)cc1)C(=O)OCC (stereo not drawn)
    -1% | 14%

Bioassay records from PubChem.

These rows are one share of the data; rates above refer to the full screens.
